Bioassay records deposited in PubChem BioAssay by several laboratories.
FXN GAA850 act – FXN promoter activators, primary screen, cell-based, luciferase luminescence, HEK293 lucGAA850. HEK293 lucGAA850 FXN promoter luciferase reporter, 24 h; percent of 10 µM SAHA response. activation, % at 6 µM. actives 0.56% (n = 360,000). AID 540364, 2011;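 active = activation above the average of all compounds screened plus 3 SD, cutoff fixed separately per campaign, cut at about 7.5% in these data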;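 also: 0% = DMSO wells and 100% = 10 µM SAHA wells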
Tn6 DDE FP – inhibitors of Tn6 peptide binding to fibrin DD(E), primary screen, biochemical, fluorescence polarization, human fibrin, Tn6 probe. inhibition, % at 8.3 µM. Fibrin DD(E) TRITC-Tn6 fluorescence polarization displacement. actives 0.21% (n = 370,000). Fibrinogen beta chain (Homo sapiens), P02675. AID 720509, 2013;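 active = inhibition above a per-campaign cutoff: mean of compounds within control limits plus 3 SD, cut at about 15% in these data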;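 also: 0% = median of all compound wells on the plate and 100% = blocking peptide control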
Target sequence (P02675 whole entry, looked up): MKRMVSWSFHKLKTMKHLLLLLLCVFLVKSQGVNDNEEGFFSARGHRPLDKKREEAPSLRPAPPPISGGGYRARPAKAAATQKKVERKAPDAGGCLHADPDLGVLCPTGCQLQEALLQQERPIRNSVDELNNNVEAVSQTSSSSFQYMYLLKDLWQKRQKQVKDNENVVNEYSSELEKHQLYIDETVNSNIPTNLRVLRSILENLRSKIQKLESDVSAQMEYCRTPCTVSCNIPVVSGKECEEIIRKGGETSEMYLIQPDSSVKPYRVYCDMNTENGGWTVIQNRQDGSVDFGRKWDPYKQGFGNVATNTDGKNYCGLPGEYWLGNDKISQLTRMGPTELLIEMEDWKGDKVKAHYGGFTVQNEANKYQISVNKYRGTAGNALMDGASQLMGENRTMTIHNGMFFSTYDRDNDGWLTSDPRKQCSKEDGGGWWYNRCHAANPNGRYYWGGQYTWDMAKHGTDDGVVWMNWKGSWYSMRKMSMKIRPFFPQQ
sPLA2-III inh – human group III sPLA2 inhibitors, primary screen, biochemical, QFRET, BODIPY PC-A2 liposome substrate; actives 0.56% (n = 370,000); inhibition, % at 12.2 µM; AID 743126, 2013; QFRET BODIPY PC-A2 liposome hydrolysis, fluorescence;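 active = inhibition above mean plus 3 SD of compounds lying within the high and low control bounds, cut at about 19% in these data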;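 also: 0% = median of test compound wells and 100% = no enzyme DMSO wells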
NPR1 activator – GC-A stimulated cGMP production enhancers – HEK293 GC-A cells, cGMP TR-FRET, EC30 ANP, primary screen; Atrial natriuretic peptide receptor 1 (Homo sapiens), P16066; 0% at EC30 ANP, 100% saturating ANP; activation, % at 10 µM; actives 0.14% (n = 370,000); AID 1671463, 2021; in the data active = activation above about 40%
NPR2 activator – human GC-B receptor activators, primary screen, HEK293 GC-B cells, cGMP TR-FRET, EC30 CNP. AID 1920062, 2024. 0% at EC30 CNP, 100% saturating CNP. activation, % at 10 µM. Atrial natriuretic peptide receptor 2 (Homo sapiens), P20594. actives 0.11% (n = 370,000);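 active = activation at 10 µM reaching about 35% in either raw or pattern-adjusted values, limit read from the data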
proKLK7 act – proKLK7 zymogen activators, primary screen, biochemical, fluorescence intensity; purified proKLK7, EDANS-DABCYL substrate fluorescence; 100% is mature enzyme control, 0% vehicle; Kallikrein-7 (Homo sapiens), P49862; actives 0.9% (n = 370,000); AID 652039, 2013; activation, % at 7 µM;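 active = activation above the mean of all tested compounds plus 3 SD, computed per campaign excluding outliers beyond control limits, cut at about 13% in these data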
rCAG binder – binders of r(CAG) RNA repeats, primary screen, biochemical, fluorescence; inhibition, % at 3 µM; r(CAG) RNA repeat, TO-PRO-1 dye displacement fluorescence; actives 1.3% (n = 370,000);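 active = inhibition above the plate cutoff, the mean of all test compounds on that plate plus 3 SD, cut at about 35% in these data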;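 also: 0% = DMSO alone and 100% = 100 µM mitoxantrone as full dye displacement; higher means more dye released from RNA so lower well fluorescence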
ARFGAP1 inhibitor – inhibitors of rat ARFGAP1 GAP activity, primary screen, biochemical, fluorescence polarization, GDP tracer; ADP-ribosylation factor GTPase-activating protein 1 (Rattus norvegicus), Q62848; Arfgap1-stimulated ARF1 GTP hydrolysis, GDP FP detection; inhibition, % at 16.5 µM; actives 0.26% (n = 360,000);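 active = inhibition above a per-plate limit, mean inhibition of low control wells plus 3 SD, cut at about 25% in these data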;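 also: 0% = DMSO wells with enzyme and 100% = wells lacking Arfgap1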
Target sequence (Q62848 1-136 limits assumed): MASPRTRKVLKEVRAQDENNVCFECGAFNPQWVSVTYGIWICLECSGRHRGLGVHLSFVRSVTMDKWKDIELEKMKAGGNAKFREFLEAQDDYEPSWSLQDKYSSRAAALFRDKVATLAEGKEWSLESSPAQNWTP
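Assay system: Rat Arfgap1 GAP domain (His6, aa 1-136), purified enzyme | Buffer or medium: HEPES 25 mM pH 7.5, NaCl 150 mM, MgCl2, DTT | Schedule: GTP hydrolysis reaction 2 h at 25 °C | Signal: FP of antibody-bound GDP Alexa 633 tracer, ex 620/em 688 nm | Measure: Percent inhibition of Arfgap1-stimulated GTP hydrolysis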
ASAP1 inh – inhibitors of human ASAP1 ArfGAP activity, primary screen, biochemical, fluorescence polarization; AID 624377, 2012; ASAP1-stimulated ARF1 GTP hydrolysis, GDP FP detection; actives 0.19% (n = 360,000); inhibition, % at 16.5 µM; in the data active = inhibition above about 25%;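 also: 0% = vehicle with enzyme and substrate and 100% = no enzyme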
ADAM10 inh – human ADAM10 inhibitors, primary screen, biochemical, QFRET, HTS. recombinant ADAM10, EDANS/DABCYL FRET peptide cleavage, 3 h. Disintegrin and metalloproteinase domain-containing protein 10 (Homo sapiens), O14672. actives 0.62% (n = 370,000). inhibition, % at 7 µM;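 active = inhibition above a per-campaign cutoff equal to the mean of compounds falling between control-based bounds plus 3 SD, cut at about 20% in these data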;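 also: 0% = DMSO wells while the 100% control is not disclosed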
Numbers without * were called inactive; / = no result given. Hits appear at their usual frequency (roughly 4.5% active in at least one column).

SMILES | FXN GAA850 act | Tn6 DDE FP | sPLA2-III inh | NPR1 activator | NPR2 activator | proKLK7 act | rCAG binder | ARFGAP1 inhibitor | ASAP1 inh | ADAM10 inh
CCCCOc1ccc(/C=C/C(=O)N(CC)CC(=O)Nc2ccc3c(c2)OCCO3)cc1OC | 1.2 | 2 | -10 | 0 | 1 | -1.8 | -2 | 3 | -6 | -68
CC(=O)Nc1ccc(S(=O)(=O)N2CCN(c3ncccn3)CC2)cc1 | 1.9 | 3 | -1 | 0 | -4 | 0.3 | -2 | -7 | -3 | -8
COc1ccc(NC(=O)c2c(N)cnn2C)cc1 | 2.7 | -2 | 5 | 1 | 4 | -0.4 | 1 | 10 | 4 | 4
CC1CCCCN1C(=O)CCS(=O)(=O)c1cc2c(cc1Cl)NC(=O)CO2 (stereo not given) | -0.1 | 0 | -4 | -2 | 1 | -0.3 | 1 | 5 | 10 | 1
CCc1nnc(SCC(=O)Nc2ccccc2)nc1CC | 0.2 | 2 | 2 | 1 | 0 | -0.3 | 2 | -2 | 9 | 15
CCOc1ccccc1NC(=O)C(OC(=O)c1ccc(O)cc1)c1ccccc1 (stereo not given) | 2.9 | 3 | -50 | -2 | 4 | 0.1 | 13 | 4 | 15 | 19
O=C(CCC(=O)N1CCOc2ccccc21)NCCc1ccccc1 | -0.8 | 12 | 1 | 0 | 2 | -0.2 | 2 | -4 | 5 | -6
CCN(CC)C(=O)CSc1nc2c(sc(=S)n2-c2ccccc2)c(=O)n1-c1ccc(OC)cc1OC | -3.3 | -3 | 7 | -2 | -5 | 0.1 | 4 | 11 | -3 | -10
COc1cccc(CNC(=O)CCNC(=O)C2CCN(S(=O)(=O)c3ccccc3)CC2)c1 | -0.3 | -10 | -3 | 3 | 3 | -0.2 | -5 | -3 | -1 | -2
COc1ccc(C(=O)Nc2c(N)nc(SCC(=O)c3ccccc3)[nH]c2=O)cc1 | -1.2 | -2 | -17 | -2 | -2 | 0.0 | 3 | -4 | 9 | -5
COc1ccc(CNC(=O)CN(c2ccccc2)S(=O)(=O)N(C)C)cc1 | 1.7 | 5 | 4 | 3 | -3 | 0.1 | -1 | 13 | -5 | -1
COC(=O)NNC(=O)c1ccc(C)cc1 | -1.4 | -2 | 8 | 8 | 2 | -0.5 | -1 | -5 | -5 | -4
CN(C(=O)CSc1nc2ccccc2c(=O)n1-c1ccc(F)cc1)C1CCS(=O)(=O)C1 (stereo not given) | 1.2 | -4 | 2 | 0 | 0 | -0.1 | 0 | -1 | 0 | 2
C=CS(=O)(=O)N(Cc1ccc(C)cc1)[C@@H](CO)C(=O)OC | / | -7 | 5 | -3 | -2 | 0.9 | 3 | / | / | -5
CC12CN3CC(C)(CN(C1)C3c1ccccc1Cl)C2O (stereo not given) | -0.5 | 0 | 3 | -9 | 4 | -0.1 | 0 | 2 | -5 | -7
NC(=O)c1cccc(-c2cccc3nccn23)c1 | 2.7 | 3 | 10 | 0 | -2 | 0.7 | -2 | 6 | -13 | -18
Fc1cccc(Cl)c1CSc1ncn[nH]1 | -2.5 | -5 | -3 | 1 | 7 | 0.0 | 1 | -8 | 2 | 6
N#C/C(=C(/O)c1ccc([N+](=O)[O-])cc1)c1nc2ccccc2[nH]1 | 0.1 | 1 | -6 | -2 | -3 | -0.5 | 1 | 8 | -1 | 1
C[C@@H]1C=CCCO[C@]12C(=O)N(Cc1ccc(F)cc1)c1ccccc12 | / | 5 | 2 | -3 | -1 | 0.2 | -1 | -4 | -12 | -8
C[C@H](CO)N1C[C@H](C)[C@@H](CN(C)Cc2ccccc2F)Oc2ncc(Br)cc2C1=O | 1.3 | 6 | -2 | 2 | -12 | 0.5 | 1 | 4 | -10 | -4

4 compounds out of the list, sorted by number of heavy atoms, rising.
SMILES | FXN GAA850 act | Tn6 DDE FP | sPLA2-III inh | NPR1 activator | NPR2 activator | proKLK7 act | rCAG binder | ARFGAP1 inhibitor | ASAP1 inh | ADAM10 inh
CCc1nnc(SCC(=O)Nc2ccccc2)nc1CC | 0.2 | 2 | 2 | 1 | 0 | -0.3 | 2 | -2 | 9 | 15
C[C@@H]1C=CCCO[C@]12C(=O)N(Cc1ccc(F)cc1)c1ccccc12 | / | 5 | 2 | -3 | -1 | 0.2 | -1 | -4 | -12 | -8
CC1CCCCN1C(=O)CCS(=O)(=O)c1cc2c(cc1Cl)NC(=O)CO2 (stereo not given) | -0.1 | 0 | -4 | -2 | 1 | -0.3 | 1 | 5 | 10 | 1
CCCCOc1ccc(/C=C/C(=O)N(CC)CC(=O)Nc2ccc3c(c2)OCCO3)cc1OC | 1.2 | 2 | -10 | 0 | 1 | -1.8 | -2 | 3 | -6 | -68

Next part:
SMILES | FXN GAA850 act | Tn6 DDE FP | sPLA2-III inh | NPR1 activator | NPR2 activator | proKLK7 act | rCAG binder | ARFGAP1 inhibitor | ASAP1 inh | ADAM10 inh
CCC(C)C(N=C1NS(=O)(=O)c2ccccc21)C(=O)N1CCC(C)CC1 (stereo not given) | -4.2 | 6 | -3 | -2 | 1 | 0.1 | -5 | 0 | -6 | 0
COC(=O)Cc1ccc(OCC(=O)NC2CCCC2)cc1 | -0.6 | -3 | -1 | 2 | 1 | 0.4 | -2 | 8 | 5 | -3
O=C(Nc1ccccc1C(=O)NCCCN1CCOCC1)c1ccc(Cl)cc1 | 0.7 | 4 | -2 | -3 | -6 | -1.2 | -6 | -1 | 12 | -4
C/C(=N/Nc1nc(-c2ccccc2)cc(-c2ccc(F)cc2)n1)c1cccc(N)c1 | 2.1 | -1 | 4 | 0 | -1 | -1.3 | 5 | 10 | 9 | -21
COc1ccc(N2CCN(C(=O)Cn3nnc(-c4ccc(N(C)C)cc4)n3)CC2)cc1 | -0.9 | 5 | 1 | 2 | 3 | 0.1 | 2 | 14 | -16 | -2

Arranged by value in Tn6 DDE FP (rising): 4 from the list above.
Structure	Tn6 DDE FP
C/C(=N/Nc1nc(-c2ccccc2)cc(-c2ccc(F)cc2)n1)c1cccc(N)c1	-1
O=C(Nc1ccccc1C(=O)NCCCN1CCOCC1)c1ccc(Cl)cc1	4
COc1ccc(N2CCN(C(=O)Cn3nnc(-c4ccc(N(C)C)cc4)n3)CC2)cc1	5
CCC(C)C(N=C1NS(=O)(=O)c2ccccc21)C(=O)N1CCC(C)CC1 (stereo not given)	6
